# Source: PubChem BioAssay
# hiPSC survival: increases survival of single human iPS cells | survival enhancement, % at 20 µM | hiPSC single-cell survival, ATPlite luminescence; 100% = ROCK inhibitor wells, 0% = DMSO | 0.044% of 360,000 active; in the data active = survival enhancement above about 18%;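 also: cells exposed to compounds for 16 hours before the ATP read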
# CF NFkB block: blocks PAF-induced NF-kB reporter in cystic fibrosis cells | KKLEB NF-kB-GFP reporter, GFP fluorescence overnight | inhibition, % at 5 µM | 0.86% of 360,000 active | AID 588850;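 active = at least 50% inhibition at 5 µM, scaled per plate between neutral and stimulator controls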;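 also: PAF is a Pseudomonas aeruginosa culture filtrate used as stimulus; plate controls were PAF-stimulated DMSO wells for no effect and unstimulated DMSO wells for full effect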
# HIF-2a inh: inhibitors of HIF-2a; 786-0 RCC cells HIF-2a reporter, luciferase luminescence, overnight; inhibition, % at 18.8 µM; 0.72% of 360,000 active; AID 624352;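 active = inhibition of the luminescence signal of 40% or more relative to plate controls, in a single-dose primary screen at 18.75 µM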
# KKLEB cytotox: CF airway cell cytotoxicity counter-screen; activity change (cytotoxicity), % at 5 µM; 0.36% of 360,000 active; AID 602141; KKLEB CF airway cells viability, ATPlite luminescence, overnight; hits give low values; cells stimulated with P. aeruginosa culture filtrate;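 active = corrected activity change at or below -50% at 5 µM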
# C8 TRAIL sens: caspase-8 TRAIL sensitization | NB7+C8 cells + TRAIL, ATPlite viability luminescence | inhibition (viability loss, TRAIL sensitization), % at 10 µM | 1% of 360,000 active | AID 624354;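 active = compounds causing at least 50% loss of cell viability in the single-dose screen, relative to plate controls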
# NR2E3 ag-1: human photoreceptor-specific nuclear receptor agonism; Q9Y5X4; CHO-S Gal4-NCOR/VP16-NR2E3 two-hybrid, luciferase; inhibition of corepressor binding, % at 3.98 µM; 0.35% of 360,000 active; AID 602229;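 active = inhibition above the mean of all tested compounds plus 3 SD, cut at about 70% in these data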;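 also: 0% = DMSO with NR2E3 transfected cells and 100% = cells lacking NR2E3 construct; higher means lower luciferase signal from less NR2E3 corepressor binding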
# Target sequence (Q9Y5X4 whole entry, looked up, the tested form may be a part): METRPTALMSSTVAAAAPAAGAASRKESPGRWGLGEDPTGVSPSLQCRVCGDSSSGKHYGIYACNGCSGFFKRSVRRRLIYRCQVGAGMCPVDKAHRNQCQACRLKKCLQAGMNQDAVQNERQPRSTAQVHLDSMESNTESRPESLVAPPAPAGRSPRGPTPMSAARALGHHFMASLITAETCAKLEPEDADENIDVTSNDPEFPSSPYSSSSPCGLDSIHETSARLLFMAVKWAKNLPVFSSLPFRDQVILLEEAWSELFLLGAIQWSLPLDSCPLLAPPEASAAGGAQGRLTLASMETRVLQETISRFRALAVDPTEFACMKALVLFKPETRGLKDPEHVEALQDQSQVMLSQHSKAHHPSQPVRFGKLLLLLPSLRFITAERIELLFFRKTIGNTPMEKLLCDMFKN
# TRPM1 prom inh: inhibitors of MITF-driven TRPM1 promoter in melanoma cells | SK-MEL-5 TRPM1 promoter luciferase, 24 h | 0.83% of 330,000 active | inhibition, % at 12.5 µM;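 active = mean inhibition across replicates of 60% or more, whatever share of single replicates reaches that level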; also: values of inactives mirror those of a sister screen read the other way
# Peg3 prom inh: Peg3 promoter activity inhibition; HeLa PEG-Prom luciferase reporter, luminescence, overnight; inhibition, % at 20 µM; AID 588405; 1.7% of 360,000 active;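 active = inhibition of at least 50% at 20 µM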
# Shn3 inh set2: Schnurri-3 reporter inhibition in Clone20 osteoblasts; Clone20 osteoblast Shn3 3'UTR firefly luciferase, 24 h; inhibition, % at 12.5 µM; 0.52% of 360,000 active; AID 588674;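 active = mean inhibition of at least 75% with every replicate also reaching 75%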;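 also: 0% = median of neutral control wells and 100% = pilot-screen positive control compound; some compounds past the cut are filed as inactive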
# EBV LMP1 NFkB: inhibitors of Epstein-Barr LMP1-induced NF-kappaB reporter. LMP1-induced NF-kappaB luciferase reporter cells, luminescence. inhibition, % at 12.5 µM. 0.69% of 350,000 active; in the data active = inhibition above about 41%;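 also: 0% = neutral control wells and 100% = reference inhibitor control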
# NR2E3 ag-2: activates human photoreceptor nuclear receptor NR2E3; Q9Y5X4; GST-NR2E3/biotin-RetCOR TR-FRET, 1536-well; inhibition of corepressor binding, % at 4.78 µM; 0.12% of 320,000 active; AID 2300;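 active = percent inhibition above the cutoff of mean plus 3 SD of all tested compounds, set per screening campaign, cut at about 20% in these data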;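 also: 0% = DMSO wells and 100% = biotin wells as full block of FRET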
#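 Assay system: NR2E3–RetCOR corepressor complex. Quantity: 1.35 nM GST-NR2E3. Buffer or medium: pH 7.5 Tris-based buffer. Reagent: biotinylated RetCOR corepressor at 7 nM final. Schedule: 5 h at 4 °C. Detection: TR-FRET, emission read at 617 and 671 nm. Replicates: one well per compound, singlicate testing.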
# * marks the source's active call; other numbers are inactive results; nt = not tested or not shown. A portion of the library. The share of hits here may be higher or lower than overall.
SMILES,hiPSC survival,CF NFkB block,HIF-2a inh,KKLEB cytotox,C8 TRAIL sens,NR2E3 ag-1,TRPM1 prom inh,Peg3 prom inh,Shn3 inh set2,EBV LMP1 NFkB,NR2E3 ag-2
N[C@@H](Cc1ccccc1)c1nnc2sc(SCc3ccccc3)nn12,-0.4,3,9,-9,4,6,3,-1,17,-5,0
O=C(O)c1ccc(-c2ccc(OS(=O)(=O)c3ccccc3F)cc2)cc1,-0.3,2,-199,19,11,-71,-54,-176,-10,-10,0
Nc1nc2c(c(=O)[nH]1)C(c1ccccc1)C1=C(N2)c2ccccc2C1=O (centres undefined),-0.1,-2,15,-2,-10,-35,-8,15,-10,4,-1
CN1CCc2c(sc3c2c(NCc2ccco2)nc2nnnn23)C1,-2.0,-14,-15,6,-23,-14,-12,14,-12,-3,-1
CCOC(=O)c1cnc(-c2ccccc2)nc1N,-0.9,-6,-369,7,22,-137,-31,-251,-13,-33,0
O=C(O)CC(NC(=O)c1ccncc1)c1ccccc1 (centres undefined),1.5,7,11,10,4,-8,0,-1,9,-5,0
CC1C(=O)N2CCCc3cc(NC(=O)COc4ccc(Cl)cc4)cc1c32 (centres undefined),0.2,-3,-9,2,-13,-11,6,1,49,1,-4
CC(C)[C@H](NS(=O)(=O)c1ccccc1)C(=O)OCC(=O)Nc1ccccc1Sc1ccccc1,-0.2,3,17,-6,-3,2,-2,26,14,5,-3
Cc1nc(N)c(Cc2ccccc2F)c(N)n1,3.0,5,-10,-2,2,5,-4,-6,-7,-6,3
Cc1cc(C)nc(NS(=O)(=O)c2ccc(N3C(=O)C4CC=C(Cl)CC4C3=O)cc2)n1 (centres undefined),4.3,-7,12,4,2,7,3,2,1,8,1
COc1cccc(NC(=O)NC2CCCCC2C)c1 (centres undefined),0.8,17,-34,3,-1,-8,4,-23,-2,2,-3
CCOC(=O)CC1=C(C(=O)OCC)C(c2ccncc2)C(C#N)=C(N)O1 (centres undefined),-3.0,4,-20,-5,-3,8,3,-16,-6,9,nt
CN(C)c1ccc(/C=N/NC(=O)CNC(=O)c2ccco2)cc1,-0.3,-9,-24,-6,-6,-21,-7,-27,-18,-11,-1
CC(C)(C)C(=O)Nc1ccccc1C(=O)Nc1ccncc1,-2.3,1,18,2,-15,-18,-2,19,0,-2,2
CC(C)CC1CCCCC1OC(=O)CN1CCCCC1 (centres undefined),-0.5,14,17,-1,4,-37,6,10,-45,-2,4
O=C(Nc1cc(Cl)cc(Cl)c1)C1CC(=O)N(C2CCCC2)C1 (centres undefined),-0.2,13,19,-2,7,-23,-6,-7,-2,-1,2
Cc1ccc(NC(=O)Nc2nnc(Cc3ccc(F)cc3)s2)cc1,-0.6,-1,-90,-6,-9,-4,-120,-33,-11,nt,nt
C[C@@H]1CN([C@@H](C)CO)C(=O)c2cc(C#CC(C)(C)O)cnc2O[C@@H]1CN(C)C(=O)c1ccccc1F,-1.5,-1,10,-10,-3,-31,nt,-10,8,-6,nt
Cc1ccc2c(c1)c1c3n2CC(=C2C(=O)OC(C)(C)OC2=O)NC3CCC1 (centres undefined),0.0,-36,-3,6,-3,-7,17,2,32,8,-1
O=C(COC(=O)Cc1cccs1)Nc1ccccc1F,2.2,2,20,4,-6,-20,-4,13,9,5,-3
Cn1c(=O)[nH]c(NC2CCCCC2)c(N=O)c1=O,0.3,2,-1,-1,2,25,-9,5,0,-9,-2
CN(C)c1cccc(O)c1,3.6,24,-20,1,-9,-9,2,-16,-2,-1,-1
CCOC(=O)c1[nH]c2ccc(Cl)cc2c1-c1ccccc1,-1.8,0,14,-17,5,-2,-1,11,-22,26,4
COc1ccc(S(=O)(=O)N(C)c2ccc(OCC(=O)Nc3cc(C)on3)cc2)cc1,-0.9,8,4,0,5,-14,-2,15,nt,3,-1
Cc1ccccc1CN(C)CC(=O)NC(C)CCc1ccccc1 (centres undefined),-0.6,8,12,-7,-3,-2,-2,11,-10,10,1
C=CCOc1c(CNc2nccs2)cccc1OCC,-1.1,1,-7,1,17,-11,-1,14,-7,-7,0
COCCCNC(=S)NCCCNc1nc2cc(C)cc(C)c2cc1C#N,-0.9,-3,4,-4,-10,11,15,12,-1,-4,2
O=C(NN1CCOCC1)c1cn(-c2ccccc2)nc1-c1cccs1,1.3,0,-27,6,14,-10,4,-15,-18,5,1
CCC(c1nnnn1C1CCCC1)N1CCN(c2cccc(OC)c2)CC1 (centres undefined),2.7,-13,2,-2,8,3,2,0,5,14,3
CCN1CCN(C(=O)c2ccc3c(c2)N(Cc2ccccc2)C(=O)c2ccccc2S3(=O)=O)CC1,-1.1,7,10,1,12,3,-3,-6,6,4,2
Cc1c(CC(Cl)(Cl)Cl)c2c(n1O)CC(C)(C)CC2=O,-1.5,12,15,-2,-4,-1,11,14,-4,-3,0
N#Cc1ccccc1CSCCNC(=O)Cc1c(F)cccc1Cl,-0.2,0,-38,4,2,-29,-19,-47,-13,-1,-1
O=c1[nH]c(/C=C\c2cccc(C(F)(F)F)c2)nc(O)c1[N+](=O)[O-],0.2,1,16,0,1,15,4,-8,-18,-3,nt
CCN1C(=O)C(=O)N(CC(=O)c2[nH]c(C)c(C(C)=O)c2C)C1=O,1.5,-12,3,-8,3,-7,-3,-22,-16,-3,3
COc1ccc(S(=O)(=O)NCCc2c(C)nn(C)c2Oc2ccccc2)cc1,-1.1,0,15,3,0,-3,6,17,20,4,0
COC(=O)c1ccc(N2C(=O)c3ccc(OC)c(OC)c3C2=O)cc1,2.1,0,-11,2,8,0,-6,-13,10,-2,-3
Cn1nc2c(c1C(=O)N1CCCC(C(=O)c3cc(F)ccc3F)C1)CCCC2 (centres undefined),-1.4,2,17,1,5,17,13,0,13,9,2
CC1=C(C(=O)N(C)C)CC(CC(=O)NCc2cccc3ccccc23)C(=O)N1CCCN1CCCC1=O (centres undefined),-0.2,-14,0,0,-4,-1,nt,-3,-3,5,nt
CCCn1c(COc2ccccc2OC)nc2ccccc21,-0.2,4,-66,4,-2,-11,1,-32,0,5,0
CCOc1ccc(N2CSC3=C(C#N)C(c4ccco4)CC(=O)N3C2)cc1 (centres undefined),0.6,-4,7,-1,-3,15,-5,13,-15,11,10
NC(=O)c1nsc(C(=O)N(CC(=O)NCc2ccco2)c2ccccc2F)c1N,0.2,-13,2,-4,1,5,6,5,-8,-8,-1
COc1ccc(-n2c(SCC(=O)OC(C)C)nnc2-c2ccccn2)cc1,3.1,-11,18,-4,-1,0,-1,7,-9,-3,-2
O=C(CN1CCCCCC1)OCCN=C1NS(=O)(=O)c2ccccc21,-0.9,-3,2,-3,0,-21,-3,13,-6,1,2
COc1ccc(OC)c2c1C(=O)C(Cl)=C(Cl)C2=O,3.5,90*,94*,-54*,46,102*,88*,107*,nt,25,-16
CCOc1ccc(CCNC(=O)COC(=O)C2CC2)cc1OCC,-0.4,3,6,-4,0,-1,1,-2,-6,-1,0
CCc1nc2c(OCc3ccccc3)cccn2c1N(Cc1ccccc1)C(C)=O,3.7,7,16,-1,-11,3,nt,16,8,nt,nt
O=S(=O)(NCc1cn2ccsc2n1)c1cccs1,-4.7,10,-22,-1,8,-6,-16,-23,-45,-8,0
Cc1nc(/C=C/c2ccccc2)cc(/C=C/c2ccccc2)n1,-2.0,-9,-237,-2,15,-160,-16,-203,-33,-8,2
COc1ccc(-c2cc(C(=O)OCC(=O)Nc3cc(C)on3)c3ccccc3n2)cc1OC,1.2,-2,8,-2,17,-25,13,12,4,6,6
COc1ccc2c(c1)CCc1sc(NC(=O)c3ccco3)nc1-2,0.3,-23,-314,2,6,-97,-66,-302,-34,-34,5
CCn1c(C(=O)O)c(CC(=O)NC2CCCCCC2)c2ccccc21,0.2,2,13,3,-16,12,17,17,-3,2,3
Cc1nc2c(OCc3ccc(C(F)(F)F)cc3)cccn2c1N(C)Cc1cccs1,-0.3,-2,-126,-3,29,-22,nt,29,37,nt,nt
N#Cc1ccccc1NC(=O)c1ccc2c(c1)OCCO2,0.4,0,-212,-2,19,-91,-107,-233,-81,-12,3
Nc1nonc1C(=O)OCC(=O)N1CCOCC1,-2.5,16,13,-15,-1,-8,2,9,-3,-7,-3
Cc1cc(=O)oc2cc(NS(=O)(=O)c3ccc(F)cc3)ccc12,-0.7,-14,28,-1,0,-9,14,19,-2,-1,-2
CCCn1c(=N)n(CC(=O)OCC)c2ccccc21,-2.3,5,-1,-12,2,-36,-6,-3,6,-6,1
CC[n+]1c(/C=C/N(C)c2ccccc2)oc2ccc(Cl)cc21,-1.3,-10,9,8,20,-18,23,6,51,5,-4
COc1ccc(CNC(=O)Nc2ccc3c(c2)N(C)C(=O)CS3)cc1,1.4,-14,24,9,2,8,6,5,13,14,-2
COC(=O)c1sccc1NC(=O)C1CC=CCC1C(=O)O (centres undefined),1.1,-1,10,-11,-1,-7,11,22,4,-1,0
COc1ccc(C2CC(c3cccs3)=NN2c2ccccc2)cc1 (centres undefined),-0.5,-5,-171,5,7,-25,-35,-69,-16,-13,-2

# Structures listed so far that contain two or more sulfur atoms:
SMILES,hiPSC survival,CF NFkB block,HIF-2a inh,KKLEB cytotox,C8 TRAIL sens,NR2E3 ag-1,TRPM1 prom inh,Peg3 prom inh,Shn3 inh set2,EBV LMP1 NFkB,NR2E3 ag-2
N[C@@H](Cc1ccccc1)c1nnc2sc(SCc3ccccc3)nn12,-0.4,3,9,-9,4,6,3,-1,17,-5,0
CC(C)[C@H](NS(=O)(=O)c1ccccc1)C(=O)OCC(=O)Nc1ccccc1Sc1ccccc1,-0.2,3,17,-6,-3,2,-2,26,14,5,-3
O=S(=O)(NCc1cn2ccsc2n1)c1cccs1,-4.7,10,-22,-1,8,-6,-16,-23,-45,-8,0

# Additional records follow:
SMILES,hiPSC survival,CF NFkB block,HIF-2a inh,KKLEB cytotox,C8 TRAIL sens,NR2E3 ag-1,TRPM1 prom inh,Peg3 prom inh,Shn3 inh set2,EBV LMP1 NFkB,NR2E3 ag-2
COc1cc(/C=N/NC(=S)Nc2cccc(S(=O)(=O)N(C)C)c2)cc(OC)c1O,3.6,5,15,7,4,6,-2,1,-1,6,1
CN1CCc2c(sc(NC(=O)CS(=O)(=O)c3ccc(F)cc3)c2C(N)=O)C1,-0.1,20,-1,5,10,-15,0,-6,-7,-2,-4
COc1ccc(C(=O)Nc2cc3c4c(c2)C(C)C(=O)N4CCC3)cc1 (centres undefined),-0.3,2,-119,-3,32,4,-16,-101,7,3,1
CCCSc1ccc([C@@H]2[C@@H]3C(=O)N(C)C(=O)[C@@H]3[C@]3(C(=O)OC)CCCN23)cc1OC,-1.6,-3,-1,-21,-7,1,23,-3,3,2,4
O=C(O)c1nn(-c2cccc(Cl)c2)c(=O)cc1O,2.2,-11,16,14,1,-7,1,6,-10,4,-3
O=C(NCCc1nnc2ccc(NCc3ccc(F)cc3)nn12)c1ccccc1,0.9,-27,19,10,33,18,-2,9,47,-3,0
